SUMO1 PPI mod = SUMO1-SIM interaction modulation | actives 0.33% (n = 360,000) | P63165 | inhibition, % at 20 µM | AID 602429 | SUMO1 binding to a labelled peptide, TR-FRET, 1 h; in the data active means inhibition above about 37%
Target sequence (P63165 whole entry, looked up): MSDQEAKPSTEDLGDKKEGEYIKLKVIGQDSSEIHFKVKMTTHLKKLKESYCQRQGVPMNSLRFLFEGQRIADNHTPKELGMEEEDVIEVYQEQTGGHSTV
STEP inh = inhibitors of human striatal-enriched phosphatase STEP; recombinant STEP, OMFP fluorogenic substrate, fluorescence; actives 0.25% (n = 360,000); AID 588621; inhibition, % at 20 µM; P54829;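 active means inhibition at 20 µM, scaled per plate between control wells, above about 37%, limit read from the data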;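 further: 0% = DMSO with enzyme and substrate and 100% = substrate only without enzyme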
Target sequence (P54829 whole entry, looked up): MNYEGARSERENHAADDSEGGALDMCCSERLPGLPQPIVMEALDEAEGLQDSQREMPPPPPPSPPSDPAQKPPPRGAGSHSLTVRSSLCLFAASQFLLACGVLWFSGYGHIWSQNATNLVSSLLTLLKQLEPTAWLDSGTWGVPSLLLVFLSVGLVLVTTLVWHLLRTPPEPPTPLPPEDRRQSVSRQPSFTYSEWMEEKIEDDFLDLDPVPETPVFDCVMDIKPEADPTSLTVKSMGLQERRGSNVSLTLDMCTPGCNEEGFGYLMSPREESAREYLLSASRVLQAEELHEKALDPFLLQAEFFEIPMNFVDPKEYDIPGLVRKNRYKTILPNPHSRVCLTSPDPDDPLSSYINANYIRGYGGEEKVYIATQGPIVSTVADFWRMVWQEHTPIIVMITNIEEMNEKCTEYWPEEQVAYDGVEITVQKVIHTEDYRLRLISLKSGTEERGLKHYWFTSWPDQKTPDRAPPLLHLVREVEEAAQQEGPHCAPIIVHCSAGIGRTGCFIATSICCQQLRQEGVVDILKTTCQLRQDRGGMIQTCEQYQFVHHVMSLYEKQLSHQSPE
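material = STEP tyrosine phosphatase | reagent = fluorogenic phosphatase substrate OMFP at 25 µM final | doses = single compound dose of 20 µM, 1% DMSO final | schedule = 20 min reaction, room temperature, in the dark | measured by = fluorescence, 480/540 nm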
LMPTP block = blocks human LMPTP phosphatase | actives 0.22% (n = 360,000) | recombinant LMPTP-A, OMFP fluorogenic substrate, fluorescence intensity | P24666 | AID 651560 | inhibition, % at 20 µM;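 active means compounds that cut the enzyme signal by at least half of the control window in the single-dose screen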;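 further: plate controls were DMSO wells with enzyme plus substrate for no effect and substrate without enzyme for full effect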
Target sequence (P24666 whole entry, looked up): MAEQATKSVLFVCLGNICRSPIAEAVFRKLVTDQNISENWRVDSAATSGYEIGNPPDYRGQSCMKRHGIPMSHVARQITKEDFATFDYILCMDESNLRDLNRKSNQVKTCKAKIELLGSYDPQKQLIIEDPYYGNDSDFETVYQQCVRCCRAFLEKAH
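Test system: LMPTP-A phosphatase enzyme; input: 0.625 nM LMPTP-A final; reagent: OMFP substrate, 400 µM final; compound dosing: 20 µM single dose, 3% DMSO; incubation: 50 min dark incubation at room temperature; measured by: endpoint fluorescence intensity from OMFP dephosphorylation; measure: % inhibition relative to no-enzyme and uninhibited control wells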
Rpn11 block = inhibitors of human proteasome Rpn11. O00487. human 26S proteasome, Ub4-pepOG fluorescence polarization; 20S core pre-blocked with epoxomicin. calls only at 20 µM. actives 0.59% (n = 360,000);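 active means inhibition at 20 µM, scaled to each plate's controls, above about 33%, limit read from the data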
CSN inh = CSN deneddylation inhibition | Purified CSN, SCF-Nedd8-OG deneddylation, fluorescence polarization | inhibition, % at 12.5 µM | actives 0.38% (n = 360,000);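 active means pattern-corrected inhibition above about 35%, with an unprinted fluorescence ratio check between 0.5 and 1.5, limit read from the data, passing the limit was not always enough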;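 further: 0% = enzyme with substrate and 100% = substrate without enzyme; some results filed as inactive read as strong as hits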
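Material: purified human Csn5 enzyme expressed in HEK293T cells / Medium: Tris buffer pH 7.5, NaCl, DTT, Tween-20, trehalose, ovalbumin / Compound dosing: 12.5 µM single point / Schedule: 90 min incubation of compound, enzyme and substrate at room temperature / Signal: fluorescence polarization of the substrate / Control set: no-enzyme wells high, enzyme-with-substrate wells low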
TbMetRS inhib = Trypanosoma brucei MetRS inhibition; purified T. brucei MetRS, ATP depletion, Kinase-Glo luminescence; inhibition, % at 11.9 µM; actives 0.4% (n = 360,000);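 active means inhibition above a per-plate cutoff of the control wells' mean inhibition plus 3 SD, cut at about 5.5% in these data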;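 further: 0% = DMSO wells median and 100% = median of wells with control inhibitor compound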
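assay system = parasite MetRS enzyme | timing = 15 min preincubation, 2 h reaction, all 25 °C | evaluation = percent inhibition relative to median high and low control wells | medium = HEPES buffer containing pyrophosphatase, BSA, spermine, DTT | compound = single dose, 11.9 µM final nominal, 0.9% final DMSO | detection = Kinase-Glo luminescence, ATP depletion format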
NadD inh = inhibitors of Staphylococcus aureus NadD; purified NadD enzyme, colorimetric absorbance read-out; inhibition, % at 20 µM; actives 0.78% (n = 360,000); in the data active means inhibition above about 26%; further: some compounds past the cut are filed as inactive
DNMT1 inh = DNMT1 (human) enzyme inhibition. P26358. DNMT1 molecular beacon, Hinp1I cleavage, fluorescence. inhibition (reported as % activation of signal), % at 10 µM. actives 0.83% (n = 360,000); in the data active means inhibition above about 50%
Scp-1 inhibitor = inhibitors of human Scp-1 phosphatase. Q9GZU7. inhibition, % at 20 µM. actives 0.88% (n = 340,000). AID 493091. Recombinant Scp1, phosphopeptide, malachite green phosphate absorbance;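 active means inhibition above about 50% at 20 µM, limit read from the data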;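 further: plate controls were DMSO wells with enzyme for no effect and wells lacking enzyme for full effect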
Target sequence (Q9GZU7 76-261 limits assumed): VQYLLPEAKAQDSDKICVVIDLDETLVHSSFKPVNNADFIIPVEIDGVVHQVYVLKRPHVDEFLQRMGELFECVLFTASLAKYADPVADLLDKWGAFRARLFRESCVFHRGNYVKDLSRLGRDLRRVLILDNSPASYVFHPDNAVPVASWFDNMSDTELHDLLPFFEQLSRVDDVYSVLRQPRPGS
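Times: enzyme reaction 45 min at room temperature, colour 5 min, stabilisation 30 min. Material: SCP-1 catalytic fragment, aa 76-261. Medium: Acidic Tris acetate buffer with magnesium and detergent. Signal: colorimetric free-phosphate detection, absorbance 630 nm. Read-out basis: % inhibition of SCP-1 phosphate liberation. Reagent: Phosphorylated 17-residue peptide substrate.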
PABP1 MLLE inh = blocks PAM2 peptide binding to the PABP1 MLLE domain; GST-MLLE / FITC-PAM2 fluorescence polarization; inhibition, % at 20 µM; actives 0.36% (n = 360,000); AID 588489; in the data active means inhibition above about 35%, passing the limit was not always enough;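 further: plate controls were DMSO wells with GST-MLLE for no effect and wells lacking GST-MLLE protein for full effect; some results filed as inactive read as strong as hits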
* hit, by the source's call; i = inactive; · = no result given.

SUMO1 PPI mod	STEP inh	LMPTP block	Rpn11 block	CSN inh	TbMetRS inhib	NadD inh	DNMT1 inh	Scp-1 inhibitor	PABP1 MLLE inh	Structure
1	-4	-0.8	i	-7	2.6	0	2	2	4	Cc1cc(C)c(C2=CSC3=NS(=O)(=O)CCN23)c(C)c1
-2	-1	-0.7	i	-5	0.3	5	1	-7	18	Cc1cccc(-n2c(Cc3cc(=O)[nH]c(=O)[nH]3)nnc2SCC(=O)NCC2CCCO2)c1 (stereo not given)
-1	0	1.7	i	1	0.9	-7	-4	-13	6	CSc1cccc(NC(=O)CN(c2cc(C)ccc2C)S(C)(=O)=O)c1
-6	-2	0.0	i	2	-0.2	-10	1	-1	-4	CSc1ccc(CN2CCCC(CNC(=O)c3ccc(F)cc3)C2)cc1 (stereo not given)
-1	-2	-3.5	i	0	-0.1	-4	5	·	6	CCCNC(=O)c1cc(C2CCCCN2C(=O)c2ccc3c(c2)CCO3)on1 (stereo not given)
-2	-1	1.2	i	-9	-0.9	-1	0	6	8	COc1ccc(OC)c(NC(=O)c2cccnc2Sc2cc(C)ccc2C)c1
2	2	0.9	i	2	-0.2	-9	0	-8	-4	COc1ccccc1NS(=O)(=O)c1ccc(C(=O)NCC(c2ccccc2OC)N(C)C)cc1 (stereo not given)
0	-2	3.5	i	-2	0.5	-11	-12	-6	0	COc1cccc(-c2sc3ccc(OC)cc3c2C#CCC(C)O)c1 (stereo not given)
-42	3	0.8	i	2	-0.4	-1	-5	-8	1	CCN(CC)CCC(c1ccc(N(C)C)cc1)c1c(OC)cc(OC)c2c(-c3ccccc3)cc(=O)oc12 (stereo not given)
-1	0	-0.8	i	4	0.3	17	-3	-1	-4	CC(=O)c1cccc(NC(=O)Nc2nc(C)cc(C)n2)c1
0	0	1.1	i	-2	-0.7	-3	0	-7	-10	Cc1ccccc1NC(=O)Nc1ccccc1C(=O)NCc1ccccc1
-24	-1	13	i	-1	-0.8	-1	69*	-6	11	Nc1cccc2nc3ccccc3cc12
4	7	-0.5	i	7	-0.4	3	2	-3	-3	Cc1ccc(C(=O)n2nc(-n3cccc3)c3c(C)cc(C)nc32)cc1
-1	-4	-0.7	i	-2	0.1	-6	70*	0	21	CN(C)/C=C(/C(=O)c1ccc(Cl)cc1)S(=O)(=O)c1ccccc1
2	0	0.8	i	6	0.3	-3	-3	-8	-14	CC12CCC(C(=O)Nc3cccnc3)(CC1=O)C2(C)C (stereo not given)
1	2	-0.3	i	5	-0.2	-1	-2	-5	0	O=C1NCCN1Cc1ccccc1F
3	3	-1.5	i	6	-0.3	3	-1	-8	-10	COc1ccc(NC(=O)CCCc2c[nH]c3ccccc23)cc1OC
6	-1	-1.8	i	5	-0.2	-7	-1	·	2	CC(C)(C)c1ccc(CC(=O)N2CCC2(C)C(=O)NS(=O)(=O)c2ccccc2)cc1 (stereo not given)
3	-4	0.3	i	-2	-0.1	1	0	-9	-2	CC[n+]1c(-c2ccc(C)cc2)csc1Nc1c(C)n(C)n(-c2ccccc2)c1=O
-13	3	1.3	i	3	-1.9	-5	5	-8	-8	Cc1ccc(SCCNC(=O)c2ccc([N+](=O)[O-])c(C)c2)cc1
-2	-3	-1.8	i	-3	0.1	0	-1	-4	1	OCCn1c(SC2CCCCC2)nc2ccccc21
1	-2	-2.1	i	-4	-0.4	6	2	3	0	O=C(NN=C1CCCC1)c1cccc(Br)c1
3	2	-0.2	i	1	-0.2	-7	-9	-8	9	COC(=O)CN1C(=O)Nc2ccc(Br)cc2C1c1ccccc1Cl (stereo not given)
-4	-1	-1.2	i	3	-0.7	-4	-1	-1	2	CC(C)CC(OC(=O)c1ccco1)C(=O)NC1CCCC1 (stereo not given)
0	4	2.6	i	-2	-0.2	10	-5	·	8	COc1ccc(OC)c(C=NNC(=O)NN=Cc2cc(OC)ccc2OC)c1
-2	0	0.7	i	0	0.0	-2	0	-6	3	CCC(O)(c1ccc(OC)cc1)C(CN1CCOCC1)c1ccccc1 (stereo not given)
-13	6	2.0	i	-4	6.1*	12	1	-11	-2	Cc1cc(N2C(=O)C(O)=C(C(=O)c3ccco3)C2c2ccc(Cl)cc2)no1 (stereo not given)
-1	5	-0.4	i	0	-0.9	0	-2	-7	13	CC(=O)c1cccc(NC(=O)CSCc2ccccc2)c1
29	-3	-0.9	i	-4	-0.1	-9	0	-2	-1	COC(C[C@H](O)[C@@H](C)[C@@H](O)COCc1ccccc1)OC
4	-1	-1.7	i	1	-0.3	-1	0	-10	3	COc1ccccc1OCC(=O)NNC(=O)c1ccc2c(=O)n3c(nc2c1)CCC3

Some of the entries so far, with values under each structure.
Values run as follows: SUMO1 PPI mod | STEP inh | LMPTP block | Rpn11 block | CSN inh | TbMetRS inhib | NadD inh | DNMT1 inh | Scp-1 inhibitor | PABP1 MLLE inh
> CC12CCC(C(=O)Nc3cccnc3)(CC1=O)C2(C)C (stereo not given)
  2 | 0 | 0.8 | i | 6 | 0.3 | -3 | -3 | -8 | -14
> O=C1NCCN1Cc1ccccc1F
  1 | 2 | -0.3 | i | 5 | -0.2 | -1 | -2 | -5 | 0
> COc1ccc(NC(=O)CCCc2c[nH]c3ccccc23)cc1OC
  3 | 3 | -1.5 | i | 6 | -0.3 | 3 | -1 | -8 | -10
> CC(C)(C)c1ccc(CC(=O)N2CCC2(C)C(=O)NS(=O)(=O)c2ccccc2)cc1 (stereo not given)
  6 | -1 | -1.8 | i | 5 | -0.2 | -7 | -1 | · | 2
> CC[n+]1c(-c2ccc(C)cc2)csc1Nc1c(C)n(C)n(-c2ccccc2)c1=O
  3 | -4 | 0.3 | i | -2 | -0.1 | 1 | 0 | -9 | -2
> Cc1ccc(SCCNC(=O)c2ccc([N+](=O)[O-])c(C)c2)cc1
  -13 | 3 | 1.3 | i | 3 | -1.9 | -5 | 5 | -8 | -8
> OCCn1c(SC2CCCCC2)nc2ccccc21
  -2 | -3 | -1.8 | i | -3 | 0.1 | 0 | -1 | -4 | 1

More entries follow.
SUMO1 PPI mod	STEP inh	LMPTP block	Rpn11 block	CSN inh	TbMetRS inhib	NadD inh	DNMT1 inh	Scp-1 inhibitor	PABP1 MLLE inh	Structure
4	-1	0.7	i	2	-0.2	4	-5	-6	5	O=C(Cn1c(=O)oc2cc(S(=O)(=O)N3CCc4ccccc43)ccc21)NC1CCCC1
-7	1	1.1	i	1	-0.3	-6	-2	-3	0	CC(C)(C)c1ccc(OCC(=O)N/N=C/c2ccsc2)cc1
2	-2	-3.3	i	3	-0.2	-4	-1	-6	13	CC(C)c1ccc(N(CC(=O)NC(C)(C)C)C(=O)CCC(=O)Nc2nccs2)cc1
2	1	-3.2	i	4	-0.7	8	-1	-1	-5	CCOC(=O)C1CCN(S(=O)(=O)c2c(C)n[nH]c2C)CC1
-4	-1	-0.4	i	1	-0.2	12	-13	-6	1	COc1ccc(N2CCN(c3ccc(N)cc3C#N)CC2)cc1
0	-2	0.6	i	-5	-0.5	-7	0	-1	10	COc1ccc(NC(=O)CSc2nncn2C)cc1OC
-5	3	-0.7	i	-6	-1.5	-3	-6	-5	12	Cc1onc(-c2ccccc2)c1C(=O)Nc1ccc2c(C)cc(=O)oc2c1
1	-1	-1.5	i	-2	-0.2	4	0	1	2	O=C(COc1ccccc1)N=C1SC2CS(=O)(=O)CC2N1c1cccc(F)c1 (stereo not given)
-1	·	-0.2	·	-3	-0.3	·	·	·	·	Cn1cc([C@]2(O)C(=O)Nc3ccc(F)cc32)c2ccccc21
1	1	-0.6	i	-1	-0.2	-1	-2	-3	0	CCCCCn1c2nc3ccccc3nc2c2c(=O)n(CC(C)C)cnc21
3	0	-1.2	i	-3	-0.8	-5	2	-5	-3	CCOC(=O)Cn1cc(C(=O)C(C)(C)C)c2ccccc21
-7	2	2.3	i	9	0.1	2	-10	·	19	Nc1ccccc1SC(CC(=O)c1ccccc1)c1cccc([N+](=O)[O-])c1 (stereo not given)
8	3	1.9	i	2	-0.4	-7	-2	-3	3	Cc1ccc(S(=O)(=O)N2CCC(=O)N(C(COCc3cccc(C)c3)C(C)C)CC2)cc1 (stereo not given)
-1	-3	0.8	i	5	-0.3	1	1	1	-2	CC1CCc2sc(C(=O)NCC(C)(C)N3CCOCC3)cc2C1 (stereo not given)
2	8	6.0	i	7	0.2	-2	7	61*	-26	O=C(Cc1ccc(S(=O)(=O)N2CCOCC2)s1)NC1CCCCC1
-5	-3	-0.7	i	1	-0.3	-1	3	-8	4	CC1(NC(=O)c2ccccc2)CCN(CCCc2ccccc2)C1=O (stereo not given)
-9	-1	0.0	i	4	-0.2	-5	2	-5	-12	O=C(NCc1nnc(SC/C=C/c2ccccc2)o1)c1ccco1

Structural class, the entries above with a thiophene ring, fused or not
SUMO1 PPI mod	STEP inh	LMPTP block	Rpn11 block	CSN inh	TbMetRS inhib	NadD inh	DNMT1 inh	Scp-1 inhibitor	PABP1 MLLE inh	Structure
0	-2	3.5	i	-2	0.5	-11	-12	-6	0	COc1cccc(-c2sc3ccc(OC)cc3c2C#CCC(C)O)c1 (stereo not given)
-7	1	1.1	i	1	-0.3	-6	-2	-3	0	CC(C)(C)c1ccc(OCC(=O)N/N=C/c2ccsc2)cc1
-1	-3	0.8	i	5	-0.3	1	1	1	-2	CC1CCc2sc(C(=O)NCC(C)(C)N3CCOCC3)cc2C1 (stereo not given)
2	8	6.0	i	7	0.2	-2	7	61*	-26	O=C(Cc1ccc(S(=O)(=O)N2CCOCC2)s1)NC1CCCCC1

Screening results as filed in PubChem BioAssay.
